Pin1 inhibitor – human Pin1 inhibition | Q13526 | Pin1 FP peptide displacement, HiFluor488, 10 min | Potency, µM (doses to about 115 µM), for inactives: at the top dose activity, negative = inhibition, actives largely listed as inhibitors | 0.009% of 390,000 active | AID 504891; active = well fitted inhibition curve with a large enough effect in the polarisation, with a control signal flat, not every such curve was filed as active; inconclusive = small, poorly fitted or top-dose-only effect, or effect the other way, or a change in a side signal; inactive = no such curve, though single readings can be large or run the other way; the % refers to the polarisation; note: % is set by controls: 0 for no effect and ±100 for the full control effect
Target sequence (Q13526 whole entry, looked up): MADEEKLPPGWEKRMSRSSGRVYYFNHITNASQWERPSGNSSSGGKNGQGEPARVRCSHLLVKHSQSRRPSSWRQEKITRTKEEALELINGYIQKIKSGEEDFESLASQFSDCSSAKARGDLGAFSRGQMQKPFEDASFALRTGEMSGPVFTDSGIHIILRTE
TrxR1 inh – blocks rat thioredoxin reductase 1. O89049. recombinant rTrxR1, NADPH fluorescence consumption, selenite substrate. Potency, µM (highest dose often 114 µM), for the others: top-dose activity change, negative = inhibition, actives largely listed as inhibitors. 1% of 390,000 active; note: % is set by controls: 0 for no effect and ±100 for the full control effect; nearly all actives have a fitted effect of over 65% in size
Target sequence (O89049 whole entry, looked up): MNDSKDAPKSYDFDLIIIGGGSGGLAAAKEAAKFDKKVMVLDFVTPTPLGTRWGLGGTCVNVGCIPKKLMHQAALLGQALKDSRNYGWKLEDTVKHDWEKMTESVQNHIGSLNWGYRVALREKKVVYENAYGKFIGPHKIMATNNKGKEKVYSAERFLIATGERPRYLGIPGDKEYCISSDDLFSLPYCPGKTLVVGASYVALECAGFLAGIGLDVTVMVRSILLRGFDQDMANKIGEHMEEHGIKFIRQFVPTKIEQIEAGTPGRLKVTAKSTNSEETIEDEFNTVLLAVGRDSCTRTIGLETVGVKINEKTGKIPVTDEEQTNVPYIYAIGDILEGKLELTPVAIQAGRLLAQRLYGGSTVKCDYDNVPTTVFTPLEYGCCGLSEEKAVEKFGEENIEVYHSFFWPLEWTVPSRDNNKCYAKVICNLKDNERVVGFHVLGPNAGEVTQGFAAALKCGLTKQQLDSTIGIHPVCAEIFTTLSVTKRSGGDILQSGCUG
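Rat TrxR1 (90 nM in the dispensed reagent) was pre-reduced with 400 uM NADPH for 5 min at room temperature, then incubated with compound for 15 min. After 400 uM selenite was added, NADPH fluorescence (Ex 340/Em 450 nm) was followed for 8 min.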
GLS inhibitor – inhibitors of human glutaminase (GLS); O94925; GLS enzymatic activity, qHTS titration; Potency, µM (titrated, usually from 45.5 µM), for inactives: at the top dose activity change, negative = inhibition, hits mostly inhibitors; 0.21% of 410,000 active; AID 624170; note: % is set by controls: 0 for no effect and ±100 for the full control effect
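Human kidney-isoform GLS in 45 mM KH2PO4 pH 8.2, 0.02% Tween-20, with compound, started with 1mM L-Glutamine (added stock). Glutamate oxidase/HRP/Amplex red coupled fluorescence read at start and after 30 min at RT.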
ERG Ets-DNA blk – ERG Ets/DNA interaction inhibition | P11308 | fluorescence polarization, His-ERG Ets domain / labelled DNA | Potency, µM (titrated, usually from 76.9 µM), without a hit: top-dose FP activity, negative = inhibition, actives largely listed as inhibitors | 0.028% of 370,000 active | AID 624246; active = well fitted inhibition curve with a large enough effect in the polarisation, with a control signal flat; inconclusive = small, poorly fitted or top-dose-only effect, or effect the other way, or a change in a side signal; inactive = no such curve, though single readings can be large or run the other way; the % refers to the polarisation;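 note: polarization taken with two DNA probes labelled with fluorescein and Texas red; % of control where 0% means no effect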
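His-tagged ERG Ets domain (1 uM in the protein solution; 300mM KCl, 50mM Tris-HCl, 1mM EDTA, 1mM DTT, pH 7.5) received compound, then a probe mix of 5 nM fluorescein-DNA and 100nM Texas-615-DNA. Fluorescence polarization was read for both dyes.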
PGK inhibitor – inhibitors of T. brucei phosphoglycerate kinase. P07378. PGK/GAPDH coupled, Kinase-Glo luminescence, 60 min. Potency, µM (highest dose often 57.5 µM), for the others: at the top dose activity change, negative = inhibition, usual class: inhibitors. 0.043% of 380,000 active. AID 602233; note: % is set by controls: 0 for no effect and ±100 for the full control effect; nearly all actives have a fitted effect of over 60% in size
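Luminescent ATP detection (Kinase-Glo Plus) follows a 60-minute room-temperature incubation, with wells lacking PGK as controls. Buffer: 100 mM TEA (pH 7.6), 5 mM MgCl2, 0.01% Tween-20. Coupling enzyme GAPDH (100 nM final) supplies unstable 1,3-BPG in-well.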
JMJD2A Tudor – JMJD2A Tudor domain (human) inhibition; 4.4% of 390,000 active; Potency, µM (titrated, usually from 114 µM), for the others: at the top dose activity change, negative = inhibition, most hits filed as inhibitors; AlphaScreen JMJD2A-Tudor / H3K4me3 peptide binding; O75164; note: % is set by controls: 0 for no effect and ±100 for the full control effect; nearly all actives have a fitted effect of over 50% in size
ALOX12 inh – blocks human arachidonate 12S-lipoxygenase; P18054; purified 12hLO, xylenol orange hydroperoxide absorbance; Potency, µM (series often up to 108 µM), inactives show top-dose activity change, negative = inhibition, most hits filed as inhibitors; 1.1% of 580,000 active; AID 1671190; note: % is set by controls: 0 for no effect and ±100 for the full control effect
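Hydroperoxide product was detected by ferrous iron/xylenol orange as the 573 to 405 nm absorbance ratio. Arachidonic acid at 40 uM (final) was turned over for 30 min at room temperature by 150 nM human 12hLO, pH 7.0 Hepes buffer, after 15 min compound preincubation.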
RGS4 inh – blocks human RGS4-accelerated GTP hydrolysis; Potency, µM (titrated, usually from 114 µM), inactives show top-dose activity change, negative = inhibition, actives largely listed as inhibitors; AID 504845; Transcreener GDP fluorescence polarization, RGS4-accelerated GTP hydrolysis; P49798; 0.039% of 390,000 active; note: % is set by controls: 0 for no effect and ±100 for the full control effect; nearly all actives have a fitted effect of over 75% in size; some results filed as inactive show a strong effect at the top dose
Target sequence (P49798 whole entry, looked up): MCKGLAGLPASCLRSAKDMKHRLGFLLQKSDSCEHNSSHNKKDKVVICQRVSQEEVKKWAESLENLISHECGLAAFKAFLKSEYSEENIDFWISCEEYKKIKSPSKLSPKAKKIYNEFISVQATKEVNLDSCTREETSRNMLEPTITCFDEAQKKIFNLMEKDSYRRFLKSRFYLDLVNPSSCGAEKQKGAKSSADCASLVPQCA
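MLSMR compounds (23 nl, pin-transferred) preincubated 10 min at room temperature with a 500nM (2x) first reagent, then RGS4 at 900nM (2x) plus Transcreener GDP mix added; fluorescence polarization (620/688 nm) read before and after 90 min at 30 °C.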
HP1b chromo inh – blocks HP1-beta chromodomain binding to methylated histone tails; AlphaScreen HP1-beta / biotin-H3K9me3 peptide binding; Potency, µM (doses to about 114 µM), without a hit: at the highest dose activity change, negative = inhibition, hits mostly inhibitors; 0.56% of 390,000 active; AID 540317; note: nearly all actives have a fitted effect of over 70% in size; inactives centre near 23
Target sequence (P83916 whole entry, looked up): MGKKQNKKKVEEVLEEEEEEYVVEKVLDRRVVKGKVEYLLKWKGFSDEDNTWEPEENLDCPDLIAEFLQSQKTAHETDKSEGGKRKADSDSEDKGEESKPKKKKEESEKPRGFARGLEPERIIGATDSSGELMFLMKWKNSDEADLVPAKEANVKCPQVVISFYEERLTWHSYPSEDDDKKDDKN
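AlphaScreen: HP1-beta (50 nM) preformed 30 min with biotin-H3(1-18)K9me3 peptide (50 nM) in PBS pH 7.4, 0.01% Tween-20. Compound added for 30 min at RT, then streptavidin donor/nickel chelate acceptor beads (10 ug/mL) for 30 min.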
Numbers without * were called inactive; i = inactive; ? = inconclusive; nt = not tested or not shown; & = joins results of further samples; [ ] = dose if it differs, or a comment. Unless noted, calls come from the whole dose curve; as a rule, active = well fitted curve in the direction sought with a large enough effect; inconclusive = small, poorly fitted or top-dose-only effect, or another doubt; inactive = no such curve, though single readings can be large; an effect the other way counts as inactive or inconclusive. Potency is the fitted concentration of half-maximal effect. These rows are one share of the data. The share of hits here may be higher or lower than overall.

Pin1 inhibitor,TrxR1 inh,GLS inhibitor,ERG Ets-DNA blk,PGK inhibitor,JMJD2A Tudor,ALOX12 inh,RGS4 inh,HP1b chromo inh,Molecule
-4%,-3%,2%,13%,-2%,-14%,-7%,-15%[56.9 µM],15%,CC(C)Cc1cc(C(=O)N2CCCC(C(=O)c3cc(F)ccc3F)C2)n(C)n1 (stereo not given)
-9%,18%,-6%,-2%,-3%,-17%,-16%,-3%,3%[57 µM],COc1ccc2nc(NC(=O)NC3CCCCC3)sc2c1
11%,-15%,-4%,6%,-8%,3%,?,-22%,47%,CCc1cccc(C)c1NC(=O)C(CC)Sc1nc2ccncc2[nH]1 (stereo not given)
-4%,0%,1%,1%,i,-7%,-20%,-22%,5%,CCOc1ccc(N2CC(NS(=O)(=O)c3cccs3)CC2=O)cc1 (stereo not given)
-1%,-7%,-3%,-6%,-9%,-10%,-3%,-22%,18%,COc1ccc(CNC(=O)C2CCC(=O)N(CCCN3CCCC3=O)C2)cc1 (stereo not given)
-8%,-2%,10%,nt,4%,-34%,12%,5%,28%,OC(COc1ccc2ccccc2c1)Cn1ccnc1 (stereo not given)
-2%,20%[57.1 µM],0%,-5%,-2%,?,7%,5%,53%[activator],C[C@@H]1[C@H](O)C[C@@]23COC(=O)C2=CCC[C@@H]3[C@@]1(C)CC/C(=C/CO)CO
-3%,6%,-3%,-1%,-7%,4%,-9%,-23%,30%,CCOc1ccccc1C(=O)Nc1ccc(S(=O)(=O)N2CCN(C)CC2)cc1
-3%,18%[57.1 µM],26%,-6%,i,-21%,-7%&4%&71%,-12%[56.9 µM],20%,COc1ccccc1N1CCN(CCCCN2C(=O)c3ccccc3C2=O)CC1
-2%,-4%,26%,6%,2%,?,?,-20%,?,CC(=O)N1CCC2(CC1)C/C(=N\NC(=S)Nc1ccccc1C)c1cc(O)ccc1O2
-6%,31%,4%,3%,-9%,-11%,-25%,-6%,15%,Cc1ccccc1NC(=O)c1ccc(CNS(=O)(=O)c2ccc3c(c2)C(C)(C)C(=O)N3C)cc1
-8%,9%,1%,0%,0%,-10%,-26%&-12%,16%,27%,Cc1c(-c2ccccc2)nc2ccccc2c1C(=O)O
?,14%[57.1 µM],-8%,2%,1%,-33%,-19%,12%,-15%,CC(C)c1ccc(N=C2NN=C(c3cccs3)CS2)cc1
0%,52%[activator],3%,-13%,-8%,-9%,?,-8%,28%,O=C(NC12CC3CC(CC(C3)C1)C2)N(Cc1ccccc1)Cc1ccncc1
-2%,22%[57.1 µM],-1%&12%,2%,-6%,-19%,?,26%[56.9 µM],11%,COc1ccc2[nH]cc(CCNC(C)=O)c2c1
36%[activator],17%[57.1 µM],1%,-1%,-7%,0%,?,-21%,24%,CCOc1ccc(NC(=O)CSc2ncc3c(n2)-c2ccccc2N(C)S3(=O)=O)cc1
-6%,27%[57.1 µM],2%,7%,-12%,-15%,0%,16%,3%,N#CCCN(C(=O)COC(=O)c1ccc2c(=O)n3c(nc2c1)CCC3)c1ccc(F)cc1
6%,2%[57.1 µM],-8%,3%,i,-33%,0%,?,-18%,Nc1cccc(-c2cn3cccnc3n2)c1
-6%,-13%,-1%,2%,i,-8%,24%,-32%,23%,Cc1cc(NC(=O)CC2CCCC2)n(-c2nc3ccccc3[nH]2)n1
-7%,-6%,3%,-8%,-6%,-34%,0%[57.4 µM],-8%,4%,CCOC(=O)c1c(N)sc(C(=O)Nc2ccc3c(c2)OCO3)c1C

Ordered by SMILES length (highest first): part of the list above
Pin1 inhibitor,TrxR1 inh,GLS inhibitor,ERG Ets-DNA blk,PGK inhibitor,JMJD2A Tudor,ALOX12 inh,RGS4 inh,HP1b chromo inh,Molecule
-6%,31%,4%,3%,-9%,-11%,-25%,-6%,15%,Cc1ccccc1NC(=O)c1ccc(CNS(=O)(=O)c2ccc3c(c2)C(C)(C)C(=O)N3C)cc1
36%[activator],17%[57.1 µM],1%,-1%,-7%,0%,?,-21%,24%,CCOc1ccc(NC(=O)CSc2ncc3c(n2)-c2ccccc2N(C)S3(=O)=O)cc1
-6%,-13%,-1%,2%,i,-8%,24%,-32%,23%,Cc1cc(NC(=O)CC2CCCC2)n(-c2nc3ccccc3[nH]2)n1

Additional entries
Pin1 inhibitor,TrxR1 inh,GLS inhibitor,ERG Ets-DNA blk,PGK inhibitor,JMJD2A Tudor,ALOX12 inh,RGS4 inh,HP1b chromo inh,Molecule
-3%,7%[57.1 µM],11%,-6%,2%,-30%,-17%,13%,-1%,Clc1nnc(N/N=C/c2ccccc2)c2ccccc12
17%,18%,18%,-7%,-11%,?,-9%,-5%,?,NC(=O)N/N=C/c1sc(N2CCCCC2)nc1-c1cccs1
1%,10%,-12%,11%,nt,23%,10%,-2%,69%[activator],CCOC(=O)Cn1c(=O)n(Cc2ccc(C)cc2)c(=O)c2cccnc21
1%,-1%[57.1 µM],-14%,5%,-8%,-21%,?,-13%,8%,COc1ccc(CCN2C(=O)CC(NNc3ccc([N+](=O)[O-])cc3)C2=O)cc1OC (stereo not given)
-2%,-5%,-3%,11%,-6%,?,-6%,-27%,-9%,CCN(CC)CCN(C(=O)c1ccc2c(c1)CCCC2)c1nc2ccc(OC)cc2s1
-1%,-14%,4%,1%,0%,-18%,-22%,12%,13%,CCc1cccc(NC(=O)COC(=O)c2cc(=O)c3ccccc3o2)c1
0%,1%,0%,-1%,-10%,-22%,16%,23%,34%,CN(C)C1=NCCN1CCc1cccc(F)c1
0%,6%[57.1 µM],-1%,-6%,0%,7%,-15%,-17%,37%,CC(C)Cc1oc(C(=O)O)cc1CN1CCOCC1
?,13µM*,17%,?,i,20µM*,nt,?,50µM*,Cc1cc(N)ccc1N1CCCC1
?,-33%,16%,4%,-2%,20µM*,?,-9%,35µM*,CCOC(=O)SC1=N/C(=C\c2ccc(N(C)C)cc2)C(=O)S1
-5%,25%,-1%,nt,i,-12%,6%,2%,18%,NS(=O)(=O)c1ccc(S(=O)(=O)N(Cc2ccccc2F)CC2CCCO2)cc1 (stereo not given)
-2%,3%,1%,1%,-6%,-11%,-9%,1%,31%,CSc1ccc(CCNC(=O)CCc2c(C)nc3c(c(C)nn3-c3ccccc3)c2C)cc1
?,6%[57.1 µM],-4%,2%,-16%,-36%,-8%,-11%,-16%,O=C(OCc1cc(=O)n2nc(-c3cccs3)sc2n1)c1ccc(F)cc1
6%,22%[57.1 µM],3%,12%,i,-1%,-14%,-27%,47%[activator],Cc1ccc(N(C(=O)c2csnn2)C(C(=O)NC2CCCCC2)c2ccccn2)cc1 (stereo not given)
7%,0%,6%,-4%,-11%,?,4%,?,-13%,COc1cc2c(cc1OC)CN(C(=O)c1cccc(S(=O)(=O)N3CCc4ccccc43)c1)CC2
0%,-2%,-2%,-3%,i,-23%,-21%,4%,35%,O=S(=O)(CCNCc1ccco1)NCc1ccccc1
-8%,24%[2.29 µM],-15%,-10%,-15%,38%[activator],15%,-11%,78%[activator],CC(C)OC(=O)Cn1nc(C(c2ccccc2)c2ccccc2)oc1=O
-2%,19%,4%,0%,3%,-1%,12%,-1%,32%,COc1ccc(S(=O)(=O)N2CCCCCC2)cc1C(=O)N(C)Cc1ccccc1F
2%,-25%[57.1 µM],-5%,6%,7%,-32%,-22%,-31%,44%,COc1ccc(NC(=O)/C=C\C(=O)N(c2ccc(C(C)C)cc2)C(C(=O)NCc2ccco2)c2ccc(C)cc2)cc1 (stereo not given)
0%,52%[activator],1%,2%,0%,-13%,?,23%,8%,Cc1ccc(S(=O)(=O)N(C)C2(C)CCS(=O)(=O)C2)cc1 (stereo not given)
1%,11%[57.1 µM],-4%,3%,0%,9%,6%,-26%,70%[activator],CCOCCc1nn2c(=O)cc(COC(=O)c3ccccc3OC)nc2s1
-7%,-13%[57.1 µM],9%,0%,2%,-27%[11.4 µM],?,-12%[11.4 µM],-13%,Cn1c(-c2sc3cc(C(F)(F)F)cnc3c2-c2cccnc2)n[nH]c1=S
-9%,16%,14%,nt,5%,-10%,-7%,7%,29%,CCS(=O)(=O)/N=C(\N)c1ccccc1
1%,?,3%,1%,i,25µM*,16%,-17%,69%[activator],COCCn1c(=S)[nH]c2cc(C(=O)NCCCN3CCOCC3)ccc2c1=O
?,2%,1%,8%,5%,-32%,?,-17%,-1%,CC(C)c1ccc(S(=O)(=O)Nc2ccc(N3CCOCC3)cc2)cc1
1%,5%,-1%,-7%,-6%,-12%,19%,1%,26%,O=C(COC(=O)/C=C/c1cccs1)NC(c1ccccc1)c1ccccc1
-8%,-4%,-1%,36%[activator],-6%,-14%,0%,-11%,23%,CN(C)S(=O)(=O)c1ccc(NC(=O)COc2cccc3c2OC(C)(C)C3)cc1
?,1%,3%,-3%,1%,20%,-3%,14%,60%[activator],O=S1(=O)CCOC[C@H](Cc2ccccc2)N1Cc1cccc(C(F)(F)F)c1
-1%,-8%,11%,-2%,9%,-6%,10%,13%,34%[activator],Cn1c(=N)n(CC(=O)c2ccc(Br)s2)c2ccccc21
3%,-12%,-8%,-27%,-2%,-17%,11%&20%,-36%,33%,Cn1c(=O)c2c(ncn2CC(=O)Nc2ccc3c(c2)OCO3)n(C)c1=O
-4%,-25%,-6%,2%,-8%,5%,5%,-8%,39%,COCc1cc(C)n(CC(=O)NCc2ccccc2)c(=O)c1C#N
3%,12%,5%,1%,2%,-25%,23%,-9%,5%,CNC(=O)Nc1cccc(-c2cc(-c3c(Cl)cccc3Cl)no2)c1
22%,7%[57.1 µM],1%,2%,-8%,-30%,-14%,-34%,15%,CNC(=S)N1N=C(c2ccccc2)CC1c1ccc(Br)cc1 (stereo not given)

Bioassay records (PubChem BioAssay)
